Bioassay records as filed in PubChem BioAssay.
SR-BI uptake up: enhances SR-BI lipid uptake from DiI-HDL; CHO ldlA[mSR-BI] cells, DiI-HDL uptake fluorescence, 3 h; 100 = double the neutral-control signal; activation, % at 12.5 µM; hit rate 0.096% among 320,000; AID 504775;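 active means mean replicate activation of at least 60% and every replicate at or above 60%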;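 further: 0% = median plate neutral-control signal and 100% = twice that signal; values of inactives mirror those of a sister screen read the other way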
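Assay system: CHO ldlA[mSR-BI] cells, LDL receptor-null, SR-BI overexpressing; medium: Ham's F12 with 0.5% BSA, HEPES 25 mM, pH 7.4; also added: DiI-HDL 10 µg/mL; timing: 3 h uptake period with compound, 37 °C; signal: DiI fluorescence, bottom read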
LANA DNA inh: blocks KSHV LANA C-terminal domain binding to DNA | MBP-C-LANA/FAM-LBS DNA binding, fluorescence polarization | inhibition, % at 9 µM | hit rate 0.078% among 340,000 | AID 504423;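 active means highest replicate inhibition at or above 60% at 9 µM, even if other replicates fall short; inactive means all replicates below 60% inhibition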;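 further: 0% = neutral control wells and 100% = 4 µM acridine orange control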
Keap1-Nrf2 PPI: disrupts human Keap1 binding to Nrf2 peptide. Q14145. hit rate 0.15% among 340,000. Keap1 Kelch-Nrf2 peptide fluorescence polarization, 1536-well. inhibition, % at 9.4 µM; in the data active means inhibition above about 12%;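 further: human Keap1 Kelch domain with fluorescein labeled Nrf2 9mer peptide probe; 0% = neutral control wells and 100% = peptide positive control; higher means more block of Keap1 binding to Nrf2 peptide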
Target sequence (Q14145 whole entry, looked up, the tested form may be a part): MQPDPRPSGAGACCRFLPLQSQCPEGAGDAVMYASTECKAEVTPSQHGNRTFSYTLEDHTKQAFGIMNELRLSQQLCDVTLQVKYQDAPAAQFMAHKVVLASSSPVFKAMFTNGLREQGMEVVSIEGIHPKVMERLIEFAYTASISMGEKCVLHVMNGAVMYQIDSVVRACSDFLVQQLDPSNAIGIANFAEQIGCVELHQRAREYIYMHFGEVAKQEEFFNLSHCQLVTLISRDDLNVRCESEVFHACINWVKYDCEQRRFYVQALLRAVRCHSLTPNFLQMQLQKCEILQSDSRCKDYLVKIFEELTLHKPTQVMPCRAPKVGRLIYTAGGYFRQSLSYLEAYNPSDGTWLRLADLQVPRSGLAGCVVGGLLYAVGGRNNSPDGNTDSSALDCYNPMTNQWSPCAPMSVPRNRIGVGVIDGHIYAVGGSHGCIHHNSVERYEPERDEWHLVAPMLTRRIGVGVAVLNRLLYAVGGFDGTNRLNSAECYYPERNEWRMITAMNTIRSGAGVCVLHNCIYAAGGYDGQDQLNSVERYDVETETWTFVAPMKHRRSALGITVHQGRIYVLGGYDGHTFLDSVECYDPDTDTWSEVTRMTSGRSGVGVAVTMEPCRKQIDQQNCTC
DAGLB inh: blocks human DAGLB lipase activity; Q8NCG7; HEK293T DAGLB membrane lysate, EnzChek fluorogenic substrate; inhibition, % at 5.17 µM; hit rate 0.059% among 340,000; AID 504411; in the data active means inhibition above about 34%;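 further: 0% = enzyme with vehicle and 100% = wells lacking enzyme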
Arr AP2 block: human beta-arrestin and AP2 interaction inhibition. FITC-arrestin peptide / GST-AP2 beads, flow cytometry; AP2 beta2 appendage carries R879A mutation. inhibition, % at 10 µM. hit rate 0.31% among 340,000. AID 504490;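 active means inhibition above a set limit, near 3 SD of compounds lacking own fluorescence, cut at about 54% in these data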;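 further: plate controls were DMSO wells for no effect and 5 µM unlabelled arrestin peptide for full effect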
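System: GST-tagged AP2 beta2-adaptin appendage (R879A) on 4 µm glutathione beads / Reagent: FITC-arrestin peptide, 50 nM / Detection: HyperCyt-sampled flow cytometry, FL1 channel, ex 488/em 535 nm / Timing: 12 min plus 1 h, RT / Buffer or medium: PBS plus Tween 20 (0.05%) and BSA (0.1%)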
PvdQ acylase: P. aeruginosa PvdQ acylase inhibition | purified PvdQ acylase, fluorescence plate reader | inhibition, % at 10 µM | hit rate 0.063% among 340,000 | AID 488965; in the data active means inhibition above about 30%, passing the limit was not always enough;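 further: 0% = vehicle neutral wells and 100% = reference inhibitor wells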
SR-BI DiI inh: inhibitors of mouse SR-BI mediated HDL lipid uptake; hit rate 0.96% among 320,000; AID 488896; Q61009; inhibition, % at 12.5 µM; ldlA[mSR-BI] CHO cells, DiI-HDL uptake fluorescence, 3 h;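 active means mean replicate inhibition of at least 70% and a set share of replicates each scoring 70 or more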;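 further: 0% = median of neutral control wells and 100% = median of positive control wells; values of inactives mirror those of a sister screen read the other way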
PKA-R2B act: activators of human PKA-R2B complex; P22694+P31323; PKA-R2B holoenzyme dissociation, Cy5-IP20 fluorescence polarization; R2B truncated from residue 108, S112A mutant; 0% DMSO only, 100% 113 µM cGMP; activation, % at 11.4 µM; hit rate 0.079% among 340,000; AID 504700;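 active means activation above a cutoff set at the mean over all compounds plus 3 SD, cut at about 18% in these data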;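 further: higher means more holoenzyme dissociation and a rise in polarization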
Target sequence (P31323 whole entry, looked up, other chains not shown, the tested form may be a part): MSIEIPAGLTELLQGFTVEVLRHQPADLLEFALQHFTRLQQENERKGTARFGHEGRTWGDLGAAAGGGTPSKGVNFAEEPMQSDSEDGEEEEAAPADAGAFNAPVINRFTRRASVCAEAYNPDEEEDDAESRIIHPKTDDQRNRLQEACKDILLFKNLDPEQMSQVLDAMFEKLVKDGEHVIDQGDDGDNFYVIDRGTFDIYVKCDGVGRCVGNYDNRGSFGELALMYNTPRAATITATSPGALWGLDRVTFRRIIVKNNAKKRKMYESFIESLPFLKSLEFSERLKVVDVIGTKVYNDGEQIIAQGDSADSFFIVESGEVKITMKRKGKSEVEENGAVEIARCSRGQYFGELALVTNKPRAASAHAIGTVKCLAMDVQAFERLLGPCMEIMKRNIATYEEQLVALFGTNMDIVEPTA
RTF Ca sens inh: cardiac RTF calcium desensitization; P19429+P45379; IANBD-labeled cardiac RTF, Ca2+ fluorescence; inhibition, % at 7.15 µM; hit rate 0.12% among 340,000;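 active means inhibition above the mean inhibition of all tested compounds plus 3 SD, cut at about 17% in these data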;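 further: assay run at fixed EC70 calcium of 1.6 mM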
NSD2 inh: blocks human histone methyltransferase NSD2; O96028; NSD2 peptide methylation, AlphaScreen, 120 min; inhibition, % at 12.5 µM; hit rate 0.54% among 310,000; AID 743445; in the data active means inhibition above about 50%
An asterisk follows results filed as active; x = no result given.

SMILES	SR-BI uptake up	LANA DNA inh	Keap1-Nrf2 PPI	DAGLB inh	Arr AP2 block	PvdQ acylase	SR-BI DiI inh	PKA-R2B act	RTF Ca sens inh	NSD2 inh
COc1ccccc1CC(=O)NC1CCCc2ccccc21 (configuration not stated)	-4	0.0	-7	0	-6	-1	4	0	-6	-2
O=C(NCc1ccco1)C1(c2ccccc2)CCCC1	4	-0.5	0	2	-7	-4	-4	-1	-7	17
CCC(CC)C1C(C#N)=C(N)Oc2n[nH]c(C)c21 (configuration not stated)	0	-0.5	-7	2	4	-6	0	-10	9	-3
CN(C(=O)c1cccnc1)c1nnc(-c2cccnc2)s1	-6	-0.1	-2	-2	12	-3	6	-4	-5	-1
Cc1ccc(-c2nc3ccccc3[nH]c2=O)cc1	9	-1.6	-4	2	9	2	-9	-13	2	4
COc1ccc(CNC(=O)CSc2ccc(Br)cc2)cc1OC	21	-4.9	-1	-1	27	2	-21	2	4	-1
CCOC(=O)c1cc(C#N)c(Oc2cccc(C(F)(F)F)c2)nc1-c1ccccc1	-29	0.1	-1	-21	11	4	29	4	-2	-3
C=C(C)C1CC=C(C)/C(=N/NC(=O)c2ccccc2[N+](=O)[O-])C1 (configuration not stated)	18	0.2	1	-3	-2	14	-18	-9	-2	5
COc1ccccc1Nc1nc(-c2ccc([N+](=O)[O-])cc2)nc2ccccc12	-58	-0.4	1	0	8	2	58	-14	1	x
C#CCOC(=O)C1C2C=CC(C2)C1C(=O)O (configuration not stated)	-7	1.3	-1	1	14	-1	7	-5	6	0
O=S1(=O)c2ccccc2Nc2ccccc21	9	0.2	-1	-2	25	-3	-9	2	-1	0
Cc1ccc(S(=O)(=O)NCC2CCC(C(=O)NCc3ccc4c(c3)OCO4)CC2)cc1 (configuration not stated)	-13	-1.7	-5	1	-2	-8	13	-8	-7	-2
CCOc1ccccc1NC(=O)CN(c1ccc(C)cc1)S(=O)(=O)c1c(C)noc1C	-18	-1.2	2	-8	-2	0	18	-11	-8	x
O=C(c1cc(-c2ccccn2)nc2ccc(Br)cc12)N1CCN(S(=O)(=O)c2ccccc2)CC1	-11	-0.1	2	-2	13	-15	11	0	2	1
COc1ccc2c(C(=O)CN3CCN(CCO)CC3)c[nH]c2c1	27	0.1	-4	-1	8	-15	-27	8	-10	4
CC(C)(C)c1cc(-c2n[nH]c(=S)n2-c2ccc(Cl)cc2)n[nH]1	-2	-0.8	1	1	-20	-21	2	-3	-7	1
COc1cc(C(=O)OCC(=O)N2CCOCC2)c([N+](=O)[O-])cc1OC	0	-1.3	-3	-1	6	4	0	-5	-4	0
O=C(NCc1cccs1)C1CC(c2ccc(Cl)cc2)=NO1 (configuration not stated)	-14	0.4	-6	3	16	3	14	-15	2	-4
Cc1ccccc1-n1c(Cn2c(=O)sc3ccccc32)nnc1SC(C)C	34	1.7	-3	1	1	-15	-34	5	-14	x
CCCCc1nc2sc3c(c2c(=O)[nH]1)CCC3	-7	-0.3	-9	-3	-2	-9	7	-18	-10	0
C#CCSc1nnc(-c2ccc([N+](=O)[O-])cc2)o1	31	-0.5	1	-3	11	14	-31	-1	6	2
Cc1cc(=O)oc2cc(NC(=O)CC3(CC(=O)O)CCCC3)ccc12	-8	-2.0	0	x	-2	-6	8	x	x	-2
Cc1ccc(NC(=O)COC(=O)/C=C/c2ccc(Br)o2)cc1S(=O)(=O)N(C)C	-11	-3.1	0	0	31	3	11	11	-12	0
O=C(CSc1ccc(-c2nc3ccccc3[nH]2)cn1)N1CCN(C(=O)c2ccco2)CC1	-36	-0.9	-4	2	8	-3	36	-1	-11	10
O=C(Nc1ccc(Nc2ccccc2)cc1)c1cc([N+](=O)[O-])ccc1Cl	-17	-4.0	1	6	-9	-1	17	-8	-7	3
COc1ccccc1CCC(=O)NNC(=O)c1cccs1	x	1.2	-2	1	-6	-13	x	3	0	-1
CCCCN(C(=O)COC(=O)CSc1cc(C)c2ccccc2n1)c1c(N)n(CCC)c(=O)[nH]c1=O	0	0.1	1	-1	4	-16	0	5	-2	0
NC(=S)Nc1ccc(C(F)(F)F)cc1Cl	-31	0.6	-6	-2	7	-8	31	0	-4	-3
COc1ccccc1NS(=O)(=O)c1cccc(C(=O)OCc2nc3ccccc3s2)c1	11	1.1	-4	-3	30	-3	-11	-4	1	-3
Cn1c(=O)c(-c2ccccc2N)nc2ccccc21	-8	-1.7	5	1	6	-6	8	2	1	-1
COc1ccc(OC)c(C(=O)N/N=C/c2ccccn2)c1	-3	1.8	8	1	-8	-8	3	6	-1	8
CCC(=O)Nc1ccc(C(=O)c2ccccc2)cc1	-8	0.0	-6	0	84*	0	8	-8	-3	-1
OC(COc1ccccc1)CN1CCCCC1 (configuration not stated)	-1	-1.8	-6	1	4	-6	1	4	-5	-2
O=C(CCNC(=O)c1ccc(Cl)cc1)NCCCN1CCOCC1	-1	-1.1	-2	1	-3	-13	1	-3	-2	-2
Cc1cc(C)n2nc(C(=O)NCc3ccco3)nc2n1	14	1.2	0	-1	-1	4	-14	-5	-6	-1
CC1CCCCC1NC(=O)C1CCC(CNc2c(N3CCCCC3)c(=O)c2=O)CC1 (configuration not stated)	x	1.4	-5	-1	0	-13	x	-2	0	4
CCOc1ccc(CC(=O)N2CCC3(CC2)NCCc2[nH]cnc23)cc1	12	-0.6	0	0	0	-3	-12	5	2	-8
COc1ccccc1-c1nnc(SC)n1C	3	-2.5	-5	-1	-1	-9	-3	-4	-9	-1
CCOc1cc(C)ccc1OCc1nnc(SCC(=O)c2cccc([N+](=O)[O-])c2)n1CC	-88	0.0	-5	4	-4	8	88*	-3	-3	-2
COc1ccccc1NC(=S)Nc1cccc(F)c1	-4	0.5	0	-1	-7	7	4	0	10	-2

Some of the entries so far, with bars between the fields:
canonical_smiles | SR-BI uptake up | LANA DNA inh | Keap1-Nrf2 PPI | DAGLB inh | Arr AP2 block | PvdQ acylase | SR-BI DiI inh | PKA-R2B act | RTF Ca sens inh | NSD2 inh
COc1ccccc1NS(=O)(=O)c1cccc(C(=O)OCc2nc3ccccc3s2)c1 | 11 | 1.1 | -4 | -3 | 30 | -3 | -11 | -4 | 1 | -3
Cn1c(=O)c(-c2ccccc2N)nc2ccccc21 | -8 | -1.7 | 5 | 1 | 6 | -6 | 8 | 2 | 1 | -1
COc1ccc(OC)c(C(=O)N/N=C/c2ccccn2)c1 | -3 | 1.8 | 8 | 1 | -8 | -8 | 3 | 6 | -1 | 8
CCC(=O)Nc1ccc(C(=O)c2ccccc2)cc1 | -8 | 0.0 | -6 | 0 | 84* | 0 | 8 | -8 | -3 | -1
OC(COc1ccccc1)CN1CCCCC1 (configuration not stated) | -1 | -1.8 | -6 | 1 | 4 | -6 | 1 | 4 | -5 | -2
O=C(CCNC(=O)c1ccc(Cl)cc1)NCCCN1CCOCC1 | -1 | -1.1 | -2 | 1 | -3 | -13 | 1 | -3 | -2 | -2
Cc1cc(C)n2nc(C(=O)NCc3ccco3)nc2n1 | 14 | 1.2 | 0 | -1 | -1 | 4 | -14 | -5 | -6 | -1
CC1CCCCC1NC(=O)C1CCC(CNc2c(N3CCCCC3)c(=O)c2=O)CC1 (configuration not stated) | x | 1.4 | -5 | -1 | 0 | -13 | x | -2 | 0 | 4
CCOc1ccc(CC(=O)N2CCC3(CC2)NCCc2[nH]cnc23)cc1 | 12 | -0.6 | 0 | 0 | 0 | -3 | -12 | 5 | 2 | -8
COc1ccccc1-c1nnc(SC)n1C | 3 | -2.5 | -5 | -1 | -1 | -9 | -3 | -4 | -9 | -1
CCOc1cc(C)ccc1OCc1nnc(SCC(=O)c2cccc([N+](=O)[O-])c2)n1CC | -88 | 0.0 | -5 | 4 | -4 | 8 | 88* | -3 | -3 | -2
COc1ccccc1NC(=S)Nc1cccc(F)c1 | -4 | 0.5 | 0 | -1 | -7 | 7 | 4 | 0 | 10 | -2

(continued)
SMILES	SR-BI uptake up	LANA DNA inh	Keap1-Nrf2 PPI	DAGLB inh	Arr AP2 block	PvdQ acylase	SR-BI DiI inh	PKA-R2B act	RTF Ca sens inh	NSD2 inh
O=C(c1ccccc1)C1CCN(c2ncccc2[N+](=O)[O-])CC1	-20	-0.5	-2	-11	27	9	20	-1	-7	11
CC(=O)CC(C)(C)n1nnc(-c2ccccc2)n1	7	0.7	-1	-2	-6	-12	-7	1	1	-1
c1ccc(COn2nnc3ccccc32)c(COn2nnc3ccccc32)c1	-36	1.0	-7	-4	-6	-9	36	-5	-4	0
COc1ccc(/C=C2\Oc3cc(OCC(=O)N4CCC(C(=O)O)CC4)ccc3C2=O)c(OC)c1	24	-16	-49	-1	-2	-1	-24	0	-37	x
CC(N)C(=O)NC(C(=O)N1CCCC1C(=O)NC(c1ccccc1)c1ccccc1)C(C)C (configuration not stated)	6	-3.2	-5	-1	21	7	-6	2	-4	x
Cc1ccc(C)c(N2CCN(Cc3nnnn3C3CCCCC3)CC2)c1	14	0.9	-5	-6	13	1	-14	-6	6	1
Cc1ccc(S(=O)(=O)CCC(=O)Nc2ccc3nc(C)sc3c2)cc1	8	-0.7	-8	0	-5	-26	-8	1	-2	-1
CN(CCN1CCOCC1)Cc1nc(-c2ccc(Cl)cc2)no1	9	0.1	0	-2	-12	-7	-9	-5	4	3
COc1ccc(C2CC(C(F)(F)F)n3nc(C(=O)NCCCn4ccnc4)cc3N2)cc1OC (configuration not stated)	-2	-0.5	5	1	-8	-12	2	-4	-7	32
Cc1ccc(N(CC(=O)NC(C)c2ccccc2)S(=O)(=O)c2c(C)n[nH]c2C)cc1 (configuration not stated)	12	2.0	1	2	6	3	-12	0	-1	-3
Nc1c(C(=O)c2ccc(Cl)cc2)oc2ccccc12	-34	-0.8	-8	-1	7	10	34	-8	2	-2
CCN(CC)S(=O)(=O)c1ccc(C(=O)Nc2cc(C)cc(C)c2)cc1	-23	0.1	3	-11	7	14	23	-1	-5	-5
Cc1ccc(-c2cc(C(=O)NC3CCCC3)no2)cc1	x	-0.5	0	-1	18	-4	x	-3	-10	-4
CC(C)CN(C(=O)c1cccc([N+](=O)[O-])c1)c1c(N)n(CC(C)C)c(=O)[nH]c1=O	x	1.3	-2	2	0	-14	x	-6	-9	-4
CCn1c(=O)c(C(=O)NCCc2ccc(Cl)cc2)c(O)c2ccccc21	-9	-0.2	-2	-20	17	-4	9	10	-7	4
